Screening data (PubChem)
TbREL1 primary: TbREL1 RNA ligase inhibitors, primary screen, biochemical, FRET fluorescence; RNA-editing ligase 1, mitochondrial (Trypanosoma brucei brucei), P86926; TbREL1 RNA ligation; inhibition, % at 9.66 µM; 0.49% of 89,000 active;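 active = inhibition above the mean inhibition across all screened compounds plus 3 SD, cut at about 11% in these data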;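 note: 0% = plate median of test wells and 100% = NSC42067 control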
Target sequence (P86926 whole entry, looked up): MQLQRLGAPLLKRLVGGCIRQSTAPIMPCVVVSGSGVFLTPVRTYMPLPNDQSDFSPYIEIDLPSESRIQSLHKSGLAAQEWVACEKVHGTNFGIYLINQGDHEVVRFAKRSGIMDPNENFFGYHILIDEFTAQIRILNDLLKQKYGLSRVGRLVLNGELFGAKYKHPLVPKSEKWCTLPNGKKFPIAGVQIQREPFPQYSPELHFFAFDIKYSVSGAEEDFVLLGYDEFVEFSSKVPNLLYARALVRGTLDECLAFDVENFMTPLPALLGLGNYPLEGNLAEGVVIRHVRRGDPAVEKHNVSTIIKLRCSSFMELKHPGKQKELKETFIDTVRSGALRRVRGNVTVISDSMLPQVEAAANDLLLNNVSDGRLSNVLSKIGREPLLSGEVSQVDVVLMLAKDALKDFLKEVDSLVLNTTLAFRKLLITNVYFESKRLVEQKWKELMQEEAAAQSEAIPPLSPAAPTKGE
* marks the source's active call; other numbers are inactive results. These rows are one share of the data; count on the stated rates, not on these rows.

The first 2 compounds, to show the layout:
How did COC(=O)C1=C(C)N(c2ccc(OC)cc2)C(C)=C(C(=O)OC)C1c1ccc(OC)cc1 do in these assays?
TbREL1 primary: 3.7

Results for CCOc1ccc(C(C(=O)NCC2CCCO2)N(C(=O)c2snc(C(N)=O)c2N)c2ccc(F)cc2)cc1 (stereo unspecified) ?
TbREL1 primary: -2.9

Main list (from the top)
How did COC(=O)C1=C(C)N(c2ccc(OC)cc2)C(C)=C(C(=O)OC)C1c1ccc(OC)cc1 do in these assays?
TbREL1 primary: 3.7

Results for CCOc1ccc(C(C(=O)NCC2CCCO2)N(C(=O)c2snc(C(N)=O)c2N)c2ccc(F)cc2)cc1 (stereo unspecified) ?
TbREL1 primary: -2.9

Results for CC1=C(C(=O)N(C(C)C)C(C)C)CC(CC(=O)NCCCN(C)C)C(=O)N1Cc1ccc(C(C)(C)C)cc1 (stereo unspecified) ?
TbREL1 primary: 17.3*

How did COC(=O)c1ccc(NC(=S)NC2CC(C)(C)NC(C)(C)C2)cc1 do in these assays?
TbREL1 primary: 3.4

How did Cc1cccc(/C=C2/Sc3ccc(C(=O)NCCN4CCCC4)cc3NC2=O)c1 do in these assays?
TbREL1 primary: 2.8

Results for COC(=O)c1c(-c2ccc(C)cc2)csc1NC(=S)NC(=O)c1cc(OC)cc(OC)c1 ?
TbREL1 primary: 1.2

What do the screens show for `COc1ccc(C(=O)ON=C(C)c2nccs2)cc1`?
TbREL1 primary: 5.8

Results for CCOc1cc(/C=C2\SC(=O)N(c3ccc(O)cc3)C2=O)ccc1O ?
TbREL1 primary: 1.4

How did CC(=O)N1C(O)CC(C)N1c1ccccc1 (stereo unspecified) do in these assays?
TbREL1 primary: 1.2

Results for Cc1cccc(NC(=S)N/N=C/c2cccc(O)c2)c1C ?
TbREL1 primary: -3.4

Results for Cc1ccc(C)c(C(=O)CSc2n[nH]c(C)n2)c1 ?
TbREL1 primary: 0.2

What do the screens show for `Cc1ccc(NC(=O)C(=O)NCCOc2ccc(Cl)cc2)c(C)c1`?
TbREL1 primary: 0.8

How did CCOC(=O)[C@]12CCCC=C1N(CCCOC)C(=O)[C@@H]2CC(=O)N1CCN(C(=O)c2ccco2)CC1 do in these assays?
TbREL1 primary: 2.5

Results for CN(C(=O)COC(=O)/C=C/c1cccc([N+](=O)[O-])c1)C1CCS(=O)(=O)C1 (stereo unspecified) ?
TbREL1 primary: -2.4

How did Cc1cccc(NC(=O)C2C3C=CC4(O3)C2C(=O)N(CCCN2CCCC2)C4C(=O)NC2CCCC(C)C2C)c1 (stereo unspecified) do in these assays?
TbREL1 primary: 1.2

Results for Cc1ccccc1C(=O)NNC(=O)C1CCN(c2ncccn2)CC1 ?
TbREL1 primary: 1.8

How did Cc1oc2c(C)c3oc(=O)c4c(c3cc2c1C)CCC4 do in these assays?
TbREL1 primary: 0.7

What do the screens show for `O=C1c2ccccc2S(=O)(=O)c2cc(C(=O)N3CCN(c4c(Cl)cncc4Cl)CC3)ccc21`?
TbREL1 primary: -2.1

Results for CCc1ccc(NC(=O)NC(C)c2ccc3c(c2)OCO3)cc1 (stereo unspecified) ?
TbREL1 primary: 2.0

How did O=C(c1ccc(-c2ccc(Cl)cc2)o1)N1CCN(S(=O)(=O)c2cccs2)CC1 do in these assays?
TbREL1 primary: 1.9

How did Fc1ccc(/C=N/n2c(-c3cccs3)n[nH]c2=S)cc1 do in these assays?
TbREL1 primary: -1.5

How did Cc1ccc2c(c1)c(C)c(C)n2CC(O)Cn1nc(C)c(Br)c1C (stereo unspecified) do in these assays?
TbREL1 primary: -7.3

Results for Cc1ccc(-c2ccccc2NC(=O)CS(=O)CC(=O)Nc2ccc(C)c(Cl)c2)o1 (stereo unspecified) ?
TbREL1 primary: 3.9

What do the screens show for `Cc1ccc(NC(=O)CNc2ccc(OC(C)C)cc2)cc1`?
TbREL1 primary: -2.2

What do the screens show for `Cc1ccc(OCC(=O)Nc2ccncc2)cc1C`?
TbREL1 primary: -1.1

How did COc1cccc(C2CC(=O)Nc3n[nH]c(-c4ccccc4)c32)c1OC (stereo unspecified) do in these assays?
TbREL1 primary: 0.4

How did Cc1cccc(-c2noc(CCCC(=O)N3CCOCC3)n2)c1 do in these assays?
TbREL1 primary: 4.9

Results for COc1ccc(NC(=O)c2ccccc2C)c(OC)c1 ?
TbREL1 primary: 0.9

What do the screens show for `COc1ccc(NC(=O)CSc2nc(SC)ns2)cc1`?
TbREL1 primary: -2.8

How did O=S(=O)(c1ccc(F)cc1)N1CC=C(c2ccccc2)CC1 do in these assays?
TbREL1 primary: 0.1

How did Cc1ccc(S(=O)(=O)CCC(=O)Nc2cccc(C)c2)cc1 do in these assays?
TbREL1 primary: -4.4

Results for COc1ccc(Nc2c(CCc3ccccc3)nc3nc(C)cc(C)n23)cc1 ?
TbREL1 primary: -1.0

Results for COc1cc(C)c(S(=O)(=O)N2CCCC2)cc1C(C)C ?
TbREL1 primary: -1.7

What do the screens show for `CCCCC1=CC2=C(c3ccco3)C(=O)C(C)(OC(=O)c3ccc(OC)cc3)C(=O)C2=CN1CCCN(CC)CC` (stereo unspecified)?
TbREL1 primary: 4.3

How did Cc1ccc(COC(=O)c2nn(C)c(=O)c3ccccc23)cc1 do in these assays?
TbREL1 primary: 0.0

Results for COC(=O)c1c(NC(=O)c2ccc(C)c(S(=O)(=O)Nc3ccccc3C)c2)sc2c1CCCC2 ?
TbREL1 primary: 1.3

How did Cc1ccc(S(=O)(=O)N2CCN(C(C)C(=O)NCC(C)c3ccccc3)CC2)cc1 (stereo unspecified) do in these assays?
TbREL1 primary: -4.0

What do the screens show for `COc1cc2[nH]c(=O)n(CCC(=O)NCCCN3CCN(c4ccccc4F)CC3)c(=O)c2cc1OC`?
TbREL1 primary: -3.8

What do the screens show for `O=C(NCc1ccccn1)C(=O)NN=C1CCCCCCC1`?
TbREL1 primary: -4.5

Results for CC1CCCCN1CCNC(=O)C1CCN(S(=O)(=O)c2cccc3cccnc23)CC1 (stereo unspecified) ?
TbREL1 primary: -1.3

What do the screens show for `CCN(CC)CCCN(C(C)=O)c1nc(-c2cc(OC)ccc2OC)cs1`?
TbREL1 primary: 2.9

Results for CCc1cccc2sc(N(CCCN3CCOCC3)C(=O)CS(=O)(=O)c3ccccc3)nc12 ?
TbREL1 primary: 3.1

How did Nc1c(C(=O)N/N=C/c2ccc(Cl)cc2)cnn1-c1ccccc1 do in these assays?
TbREL1 primary: 2.7

What do the screens show for `O=C(c1ccccc1S(=O)(=O)NCc1ccccc1)N1CCCCC1`?
TbREL1 primary: -1.8

Results for CC(C)CC1Nc2ncnc(N3CCN(c4ccccn4)CC3)c2N(Cc2ccccc2)C1=O (stereo unspecified) ?
TbREL1 primary: 3.3

What do the screens show for `CSCCC(NS(=O)(=O)c1ccc(Cl)cc1)C(=O)OCC(=O)N1CCOCC1` (stereo unspecified)?
TbREL1 primary: -1.4

Results for Cc1nc(C)n(CC(C)C(=O)N2CCN(S(=O)(=O)c3ccccc3)CC2)n1 (stereo unspecified) ?
TbREL1 primary: -4.7

How did CCCCN(C)C(=O)c1ccc(CS(=O)(=O)c2ccccc2C)o1 do in these assays?
TbREL1 primary: 4.4

What do the screens show for `O=C(CCCCCN1C(=O)c2ccccc2C1=O)Nc1ccc(S(=O)(=O)N2CCCCC2)cc1`?
TbREL1 primary: 0.2

How did COc1ccc(C(=O)Nc2ccc3[nH]c(-c4cccc(OC)c4)cc(=O)c3c2)cc1 do in these assays?
TbREL1 primary: 1.1

Results for O=C(NCC1CCCCC1)c1ccc(F)cc1Cl ?
TbREL1 primary: -1.8

What do the screens show for `CCOC(=O)N1CCN(CCC(=O)Nc2ccc(OC(F)(F)F)cc2)CC1`?
TbREL1 primary: -1.2

What do the screens show for `Cc1ccc(S(=O)(=O)N2CCOC2CNC(=O)C(=O)NCCN(C)C)cc1` (stereo unspecified)?
TbREL1 primary: 3.3

What do the screens show for `COC(=O)C1=C(C)N(Cc2ccc(Cl)cc2)C(=S)NC1c1cccc(Br)c1` (stereo unspecified)?
TbREL1 primary: -3.1

How did Cc1ccc2nsnc2c1NC(=O)Cc1ccc(Cl)cc1 do in these assays?
TbREL1 primary: -1.0

Results for c1ccc2c(CCNc3ncnc4nc[nH]c34)cccc2c1 ?
TbREL1 primary: 2.9

What do the screens show for `COc1ccc(C2CC(c3ccccc3)=NN2C(=O)c2cccs2)cc1` (stereo unspecified)?
TbREL1 primary: 7.7

How did O=c1[nH]nc(SCc2ccccc2Cl)n1-c1ccc2c(c1)OCCO2 do in these assays?
TbREL1 primary: -4.8

Results for CCC(Sc1nnnn1-c1ccccc1)C(=O)Nc1nc2ccccc2s1 (stereo unspecified) ?
TbREL1 primary: 5.1

Results for CC(=O)N1CCc2cc(S(=O)(=O)NCCC(=O)N(C)C3CCCCC3)ccc21 ?
TbREL1 primary: 6.4

Results for O=C(CSc1nc(O)cc(=O)[nH]1)N1c2ccccc2Sc2ccccc21 ?
TbREL1 primary: -1.0

How did CCCSc1nc2cc(S(=O)(=O)N3CCOCC3)ccc2n1CC do in these assays?
TbREL1 primary: -3.2

What do the screens show for `O=C(CSc1nc2c(c(=O)[nH]1)CN(Cc1ccc(F)cc1)CC2)Nc1ccc(F)cc1`?
TbREL1 primary: -4.2

What do the screens show for `Cc1ccc(S(=O)(=O)N2CCN(C3CC(=O)N(c4ccc(F)cc4)C3=O)CC2)cc1C` (stereo unspecified)?
TbREL1 primary: -1.9

What do the screens show for `COc1ccc(-c2csc(N3CCC(c4ccccc4)C3)n2)cc1` (stereo unspecified)?
TbREL1 primary: -1.7

How did CC(C)(C)c1ccc(OCC(=O)Nc2ccc(C(=O)Nc3ccccc3C(=O)O)cc2)cc1 do in these assays?
TbREL1 primary: 0.6

What do the screens show for `Cc1ccccc1C(=O)Nc1ccnn1C1CCN(CCCc2ccccc2)CC1`?
TbREL1 primary: 6.3

What do the screens show for `COCCN(C(=O)COC(=O)c1c(NC(C)=O)sc(C)c1C)c1c(N)n(Cc2ccccc2)c(=O)[nH]c1=O`?
TbREL1 primary: -0.8

Results for CC(=O)Nc1ccc(S(=O)(=O)Oc2ccccc2N2C(=O)C3C4CCC(C4)C3C2=O)cc1 (stereo unspecified) ?
TbREL1 primary: 3.3

What do the screens show for `Cc1noc(C)c1C(=O)N1CCN(Cc2ccccc2)CC1`?
TbREL1 primary: -1.4

What do the screens show for `CCOc1ccc(N2C(=O)CC(N(CCc3ccc(OC)c(OC)c3)C(=S)Nc3ccccc3)C2=O)cc1` (stereo unspecified)?
TbREL1 primary: -1.6

Results for O=C(NCCCc1ccccc1)c1cccc(NC(=O)c2ccccc2)c1 ?
TbREL1 primary: 0.0

What do the screens show for `CCN(CC)S(=O)(=O)c1ccc2[nH]cc(C(=O)NCCN3CCCCCC3)c(=O)c2c1`?
TbREL1 primary: 0.6

How did Cc1ccc2c(Cl)c(C(=O)Nc3cc(C)on3)sc2c1 do in these assays?
TbREL1 primary: -1.4

How did Cc1ccc(-c2csc3nnc(SCC(=O)Nc4cccc(C)n4)n23)cc1 do in these assays?
TbREL1 primary: 0.5

How did O=C(NCc1cc(C(F)(F)F)cc(C(F)(F)F)c1)C1CC(c2ccc(C(F)(F)F)cc2)=NO1 (stereo unspecified) do in these assays?
TbREL1 primary: 7.0

Results for Cc1c(C(=O)NCc2ccc(F)cc2)sc(=O)n1Cc1ccccc1F ?
TbREL1 primary: 1.8

Results for COc1ccccc1C(=O)Nc1ccc2c(c1)nc(CCNC(=O)c1ccccc1)n2C ?
TbREL1 primary: -3.4

How did Cc1cc(Cc2ccc(N)c(C)c2)ccc1N do in these assays?
TbREL1 primary: -6.2

Results for N#CC1(C#N)C(c2ccccc2)OC23CCCCC2C1(C#N)C(=N)O3 (stereo unspecified) ?
TbREL1 primary: 7.1

What do the screens show for `Cc1sc2nc(SCC(=O)NCc3ccco3)[nH]c(=O)c2c1C`?
TbREL1 primary: 1.7

Results for Oc1ccc(Br)cc1/C=N/N1CCN(Cc2ccccc2)CC1 ?
TbREL1 primary: -1.0

What do the screens show for `Cc1cc2c(c(C)nn2-c2ccccc2)c(=O)o1`?
TbREL1 primary: -0.2

Results for Cc1ccc(NC(=O)COC(=O)c2ccccc2F)cc1S(=O)(=O)N1CCCCC1 ?
TbREL1 primary: 3.2

What do the screens show for `CC(Sc1nccn1C)C(=O)NC1(C#N)CCCCC1` (stereo unspecified)?
TbREL1 primary: 1.2

How did C[C@H](O)[C@@H]1CN2CCc3c([nH]c4ccccc34)[C@@H]2C[C@@H]1N(C)C(=O)NC1CCCCC1 do in these assays?
TbREL1 primary: -5.8

How did COc1cccc(C(=O)NCc2ccc(N3CCN(C(=O)OC(C)(C)C)CC3)cc2)c1 do in these assays?
TbREL1 primary: -4.3

What do the screens show for `CCOC1(OCC)N=C(N)C2(C#N)C(c3ccc(NC(C)=O)cc3)C12C#N` (stereo unspecified)?
TbREL1 primary: 6.1

Results for CC(C)(C)c1[nH]c2ccccc2c1/C=N/O ?
TbREL1 primary: -1.1

Results for COc1cccc(NC(=O)Cn2nnc(C(=O)Nc3ccccc3)c2N)c1 ?
TbREL1 primary: 1.4

How did CCN1C(=O)[C@H]2[C@@H](c3ccc(OC)cc3)N3C(=O)CN(CC4CC4)C(=O)[C@@]3(C)[C@H]2C1=O do in these assays?
TbREL1 primary: -1.5

Results for O=C(NCc1cccs1)C1CCC(CNS(=O)(=O)c2cccs2)CC1 (stereo unspecified) ?
TbREL1 primary: -1.4

Results for CS(=O)(=O)N1CCN(c2ccc(NC(=O)c3ccc(-c4ccc(Cl)cc4)o3)cc2)CC1 ?
TbREL1 primary: -0.9

How did O=C(Nc1cccc(Cl)c1)N(CCN1CCOCC1)Cc1ccccc1F do in these assays?
TbREL1 primary: -1.8

Structures from the list above that have a tert-butyl group (4):
Results for CC1=C(C(=O)N(C(C)C)C(C)C)CC(CC(=O)NCCCN(C)C)C(=O)N1Cc1ccc(C(C)(C)C)cc1 (stereo unspecified) ?
TbREL1 primary: 17.3*

How did CC(C)(C)c1ccc(OCC(=O)Nc2ccc(C(=O)Nc3ccccc3C(=O)O)cc2)cc1 do in these assays?
TbREL1 primary: 0.6

How did COc1cccc(C(=O)NCc2ccc(N3CCN(C(=O)OC(C)(C)C)CC3)cc2)c1 do in these assays?
TbREL1 primary: -4.3

Results for CC(C)(C)c1[nH]c2ccccc2c1/C=N/O ?
TbREL1 primary: -1.1
